KAT2A inh: qHTS Assay for Inhibitors of GCN5L2; Histone acetyltransferase KAT2A (Homo sapiens), Q92830; actives 0.21% (n = 390,000); Potency, µM (top dose mostly 58.9 µM), inactives show at the highest dose activity change, negative = inhibition, hits mostly inhibitors; AID 504327, 2011; GCN5L2 HAT assay, ThioGlo1 CoA-SH fluorescence
Target sequence (Q92830 whole entry, looked up): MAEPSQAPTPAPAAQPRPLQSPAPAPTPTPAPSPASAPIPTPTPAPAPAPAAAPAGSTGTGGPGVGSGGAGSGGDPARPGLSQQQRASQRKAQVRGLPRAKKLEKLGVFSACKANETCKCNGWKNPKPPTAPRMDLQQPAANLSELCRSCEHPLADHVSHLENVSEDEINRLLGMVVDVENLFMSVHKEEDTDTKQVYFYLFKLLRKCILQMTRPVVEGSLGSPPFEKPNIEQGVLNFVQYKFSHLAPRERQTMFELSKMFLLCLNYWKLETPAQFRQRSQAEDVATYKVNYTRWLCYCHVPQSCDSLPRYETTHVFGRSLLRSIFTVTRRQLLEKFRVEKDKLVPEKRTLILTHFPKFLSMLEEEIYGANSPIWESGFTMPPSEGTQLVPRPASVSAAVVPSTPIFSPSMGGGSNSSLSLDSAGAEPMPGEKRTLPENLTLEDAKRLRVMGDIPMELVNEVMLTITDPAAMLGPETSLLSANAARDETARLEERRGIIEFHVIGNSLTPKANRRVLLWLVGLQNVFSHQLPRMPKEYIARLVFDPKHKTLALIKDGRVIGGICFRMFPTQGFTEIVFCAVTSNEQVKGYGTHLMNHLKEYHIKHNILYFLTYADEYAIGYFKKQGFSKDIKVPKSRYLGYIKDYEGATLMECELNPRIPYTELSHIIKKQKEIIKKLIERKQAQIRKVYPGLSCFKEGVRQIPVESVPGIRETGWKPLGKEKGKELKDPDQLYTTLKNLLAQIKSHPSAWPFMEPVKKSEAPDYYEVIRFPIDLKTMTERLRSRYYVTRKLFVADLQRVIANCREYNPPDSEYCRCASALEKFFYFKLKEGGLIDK
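Titration-based screen in which CoA formation is detected via maleimide probe ThioGlo1 (50uM) turning fluorescent on thiol reaction; substrates H3(1-25) 75uM and acetyl-CoA 70uM, GCN5L2 20nM, 20 min incubation at room temperature.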
DT40 TDP1 no CPT: qHTS for Inhibitors of human tyrosyl-DNA phosphodiesterase 1 (TDP1): qHTS in cells in absence of CPT; DT40 Tdp1-/- hTDP1 cells, no CPT, ATP luminescence, 48 h; Potency, µM (doses to about 46.2 µM), without a hit: top-dose activity change, negative = growth inhibition, usual class: inhibitors; actives 15% (n = 420,000); AID 686978, 2013; note: nearly all actives have a fitted effect of over 55% in size
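Luminescent ATP content (CellTiter-Glo) served as the growth readout. Knockout chicken DT40 cells expressing human TDP1 were exposed to compounds without camptothecin for a minimum 48 hr at 37 °C.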
DT40 TDP1 CPT: qHTS for Inhibitors of human tyrosyl-DNA phosphodiesterase 1 (TDP1): qHTS in cells in presence of CPT; Potency, µM (top dose mostly 46.2 µM), for the others: at the top dose activity change, negative = growth inhibition, usual class: inhibitors; actives 12% (n = 420,000); chicken DT40 Tdp1-/-;hTDP1 cells + 20 nM CPT, ATP luminescence, 48 h; AID 686979, 2013; note: nearly all actives have a fitted effect of over 55% in size
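Cell growth measured by CellTiter-Glo luminescence after a minimum 48 h, 37 C compound exposure with 20 nM CPT in Tdp1-knockout DT40 cells stably expressing hTDP1, seeded 400/well; qHTS titration format.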
Active calls of the source: *; ? = inconclusive; nt = no result given; & = joins results of further samples; [ ] = remark or other dose. Calls come from the whole dose curve; as a rule, active = well fitted curve in the direction sought with a large enough effect; inconclusive = small, poorly fitted or top-dose-only effect, or another doubt; inactive = no such curve, though single readings can be large; an effect the other way counts as inactive or inconclusive. % is set by controls: 0 for no effect and ±100 for the full control effect; potency is the fitted concentration of half-maximal effect. Some of the compounds tested; rates above refer to the full screens.

SMILES | KAT2A inh | DT40 TDP1 no CPT | DT40 TDP1 CPT
Cc1ccc(-n2c(O)c(/C=C/C=Nc3ccccc3)c(=O)[nH]c2=O)cc1 | -15% | 4% | 17%
CC1=CC(=Cc2sc3ccccc3[n+]2C)C=C(C)O1 | -17% | 0.016µM* | 0.16µM*
COc1ccc(/C=C/c2nc(-c3ccccc3O)n(-c3ccccc3)n2)cc1OC | -7% | 10µM* | 10µM*
C=CCOC(=O)COc1cc(C)cc2oc(=O)c3c(c12)CCC3 | -3% | -7% | -6%
O=C(c1ccccc1)C1CCCN(Cc2nc(-c3cnccn3)no2)C1 (stereo not given) | 2% | -7% | -4%
Cn1cnc([N+](=O)[O-])c1Sc1ccc([N+](=O)[O-])cc1 | -7% | 5.2µM* | 3.7µM*
COc1ccc(S(=O)(=O)N(CC(=O)NCc2ccccc2OC)c2ccc(C)cc2)cc1 | -3% | ? | ?
O=C(Oc1ccccc1)N1CCC2(CCCN(Cc3nccs3)C2)CC1 | -11% | ? | ?
COc1cccc(N2CCN(Cc3cccc(Cl)c3)CC2)c1 | -1% | -11% | -3%
CC1=CC(=O)C2=C(C)C[C@H](O)[C@@H]3[C@H](OC(=O)[C@H]3C)[C@@H]12 | -1% | 16% | 6%
CCN1CCC(N(C)C2CCCCC2)CC1 | -2% | 0% | 11%
Cc1cccc(CN2CCCC(C(=O)c3ccc(C(F)(F)F)cc3)C2)n1 (stereo not given) | 4% | 18µM* | ?
C#CC(CC)(CC)NC(=O)Nc1ccc(OCC)cc1 | -10% | -27% | -7%
O=C(c1cccc(N2CCCC2=O)c1)N1CCC2(CC1)OCCO2 | -1% | -4% | 0%
O=C1CN=C(c2ccccc2)c2cc([N+](=O)[O-])ccc2N1 | ? | 3%&-27% | -21%&-28%
CCN1C[C@]2(COC)[C@H](O)C[C@H](OC)[C@@]34[C@@H]5C[C@@]6(O)[C@H](OC(=O)c7ccccc7)[C@@H]5[C@@](OC(C)=O)([C@@H]([C@H](OC)[C@H]23)[C@@H]14)[C@@H](O)[C@@H]6OC | nt | -8% | -9%
C[C@H](CN1CCOCC1)C(C(=O)N1CCCC1)(c1ccccc1)c1ccccc1 | nt | 42µM* | ?
COc1ccc(N2C(=O)CC(N3CCC(n4c(=O)[nH]c5ccccc54)CC3)C2=O)cc1 (stereo not given) | -2%[0.501 µM] | ? | ?
CC[C@]12CC[C@H](O)CC1=CCC1C2CC[C@]2(C)C(=O)CCC12 (stereo not given in full) | 2% | ? | ?
CCOC(=O)[C@]12Cc3cc(C)ccc3[C@H]1N(CCC(=O)OC)C(=O)c1ccccc12 | nt | 16µM* | 23µM*
O=Cc1c(C(=O)O)n(Cc2ccc(Cl)cc2)c2ccccc12 | -3% | -9% | 5%
CCC1(NS(=O)(=O)c2ccc(N)cc2)C(=O)N(C)C(=O)N(C)C1=O | nt | ? | ?
CCCCCCCCN1C(=O)[C@H](CC(=O)NCCc2ccccc2OC)C[C@@]2(C(=O)OC)CCCCC=C12 | nt | ? | ?
CC(C)C(N)C(=O)OCCOCn1cnc2c(=O)[nH]c(N)nc21 (stereo not given) | -17% | 4.1µM* | 2.1µM*
COC(=O)Cn1cc(/C=C2\C(=O)NC(=O)N(c3ccc(OC)cc3)C2=O)c2ccccc21 | -3% | 2.3µM* | ?
CCN[C@H](C)Cc1cccc(C(F)(F)F)c1 | nt | 4%[92.5 µM] | 3%[92.5 µM]
O=c1[nH]c(=S)n(C2CC2)c(O)c1/C=N/N1CCOCC1 | -2% | -3% | 2%
CCN1C(=O)C(=C2C=C(C)OC(C)=C2)C(=O)N(CC)C1=S | -10% | -1% | -4%
COC(=O)C1=C(c2c(C)noc2C)C[C@@H]2CC[C@H]1N2C(=O)NC1CCCCC1 | 2% | 0% | 13%
CN(C)/C=C/C(=O)C(Cl)(Cl)Cl | -8% | -8% | -16%
CCc1ccc(NP(=O)(Oc2ccccc2F)Oc2ccccc2F)cc1 | -22% | ? | ?
O=C(c1ccc(CNS(=O)(=O)c2ccccc2)cc1)N1CCC2(CC1)OCCO2 | 0% | -18% | -24%
Cc1[nH]c2c(Cl)cccc2c1CCN | -12% | -10% | -3%
CCCCCCCSc1cc(OC)c(CCN(C)C)cc1OC | 0% | ? | ?
CCOc1cc2c(cc1OCC)-n1cccc1C(c1cccc(F)c1)NC2 (stereo not given) | -3% | ? | 21µM*
COc1ccc2c3c1OC1C(=O)CC[C@@]4(O)[C@@H](C2)N(CC2CC2)CC[C@]314 (stereo not given in full) | 0% | -19% | 5%
CN1C[C@H]2CON(C)[C@H]2C[C@H]1c1cccc(Br)c1 | nt | -1% | -2%
Cc1ccccc1-n1c(O)c(C(c2ccncc2)c2c(O)n(-c3ccccc3C)c(=O)[nH]c2=O)c(=O)[nH]c1=O | -24%&-9% | ? | 3%&5%
COc1cc(Br)c(CNCCc2ccc3c(c2)OCO3)cc1OC | 1% | -14% | -23%
O=[N+]([O-])c1ccc(N2CCOCC2)c2c1no[n+]2[O-] | nt | 0.16µM* | 0.18µM*
Cc1cc(C)c(Cn2c(C(=O)O)c(C=O)c3ccccc32)c(C)c1 | -10% | 6% | 7%
CC(C)(C)N1C(=O)NC(=O)/C(=C\c2ccc3c(c2)CCN3CCCCl)C1=O | -11% | ? | 3%
COc1ccc(NC(=O)C2(C)Cc3c(-c4ccc(N(C)C)cc4)ccnc3O2)cc1OC (stereo not given) | nt | ? | ?
Cc1ccc(N2C(=O)NC(=O)/C(=C/c3cnn(-c4ccc(C)cc4)c3)C2=O)cc1 | -3% | 18µM* | 16µM*
C#C[C@]1(O)CC[C@H]2[C@@H]3CCC4=CC(=O)CC[C@@H]4[C@H]3C(=C)C[C@@]21CC | nt | ? | ?
CCOP(=S)(OCC)C(O)CCCCCn1c(=O)c(F)cn(C2CCCO2)c1=O (stereo not given) | -4% | -7% | -1%
CC(C)OCC(O)CN1CC2C[C@@H](C1)Cn1c2cccc1=O (stereo not given in full) | -25% | 0% | 5%
O=C(CN1CCCC1)Nc1ccc(Cl)cc1C(=O)c1ccccc1 | -10% | -20% | ?
CN(C)CCc1c[nH]c2cccc(O)c12 | nt | ? | ?
CCCc1nc2ccc(Br)cc2c(=O)n1-c1ccc([N+](=O)[O-])c(C(F)(F)F)c1 | -6% | ? | ?
O=[N+]([O-])c1cccc(C2N3CCCN23)c1 (stereo not given) | -3% | 0% | -6%
COC(=O)C1=C(c2ccc(F)cc2OCc2ccccc2)C[C@@H]2CC[C@H]1N2C(=O)NCCNC(C)=O | 1% | ? | ?
COc1cc(C)c(CNCCc2c[nH]c3ccccc23)cc1C | -20% | 7.3µM* | 8.2µM*
CCN(CC)P(=O)(/C=C(\Cl)c1ccccc1)/C=C(\Cl)c1ccccc1 | -5% | -1% | -21%
COc1ccc(C(=O)NCCn2cc(SC(C)c3ccccc3)c3ccccc32)cc1OC (stereo not given) | -12% | 12µM* | 16µM*
CCOC(=O)c1ccc(NC(=O)Nc2cc3c(cc2N2CCCCC2)n(CC)c(=O)n3CC)cc1 | -2% | 10µM* | 12µM*
COc1ccc(NC(=O)Nc2cccc3c2O[C@H](CN(C)C(=O)NC2CCCCC2)[C@@H](C)CN([C@H](C)CO)C3=O)cc1 | 0% | ? | ?
CC(=O)OC1(Cc2ccccc2)CN2CCC1c1ccccc12 (stereo not given) | 3% | ? | ?
N=C1C(c2ccccc2)=C(O)CN1Cc1ccco1 | 2% | -29% | -4%
CCc1ccccc1NC(=O)C1CCCN(c2ncnc3onc(C)c23)C1 (stereo not given) | 18% | 9.2µM* | 18µM*

6 of these compounds in a different format.
| mol | KAT2A inh | DT40 TDP1 no CPT | DT40 TDP1 CPT |
| --- | --- | --- | --- |
| CCN(CC)P(=O)(/C=C(\Cl)c1ccccc1)/C=C(\Cl)c1ccccc1 | -5% | -1% | -21% |
| COc1ccc(C(=O)NCCn2cc(SC(C)c3ccccc3)c3ccccc32)cc1OC (stereo not given) | -12% | 12µM* | 16µM* |
| CCOC(=O)c1ccc(NC(=O)Nc2cc3c(cc2N2CCCCC2)n(CC)c(=O)n3CC)cc1 | -2% | 10µM* | 12µM* |
| COc1ccc(NC(=O)Nc2cccc3c2O[C@H](CN(C)C(=O)NC2CCCCC2)[C@@H](C)CN([C@H](C)CO)C3=O)cc1 | 0% | ? | ? |
| CC(=O)OC1(Cc2ccccc2)CN2CCC1c1ccccc12 (stereo not given) | 3% | ? | ? |
| N=C1C(c2ccccc2)=C(O)CN1Cc1ccco1 | 2% | -29% | -4% |

Single records, as listed above.
COc1ccc(NC(=O)C2(C)Cc3c(-c4ccc(N(C)C)cc4)ccnc3O2)cc1OC (stereo not given) is entered as KAT2A inh: nt; DT40 TDP1 no CPT: ?; DT40 TDP1 CPT: ?
Cc1ccc(N2C(=O)NC(=O)/C(=C/c3cnn(-c4ccc(C)cc4)c3)C2=O)cc1 is entered as KAT2A inh: -3%; DT40 TDP1 no CPT: 18µM*; DT40 TDP1 CPT: 16µM*

More structures follow:
SMILES | KAT2A inh | DT40 TDP1 no CPT | DT40 TDP1 CPT
Fc1ccc2c(c1)nnn2C1CCN(Cc2ccccc2)CC1 | 2% | -14% | -20%
CCc1nc(N2CCNCC2)c(C#N)c2c1CSC(C)(C)C2 | -7% | ? | ?
CCCCC(CC)COP(=O)(OCC(CC)CCCC)OCC(CC)CCCC (stereo not given) | -11% | ? | ?
O=C1NC(=O)N(Cc2ccc(F)cc2)C(=O)/C1=C\c1ccc(N2CCCC2)cc1 | -29% | -14% | 11%
CCN(CC)c1ccc(CNCCc2ccccc2F)cc1 | 10% | 16µM* | ?
C1=C(CCNCc2ccccc2)CCCC1 | -9% | -11% | -22%
C[N+]1(C)[C@@H]2CC[C@H]1CC(OC(=O)[C@@H](CO)c1ccccc1)C2 (stereo not given in full) | -3% | -4% | -17%
NCCc1ccccc1 | -13% | -5%&-18% | -13%&-4%
CCOC(=O)Nc1ccc2c(c1)N(C(=O)CN(C)C)c1ccccc1CC2 | -2% | ? | ?
CCN(CC)CCNCc1nc2ccccc2c(=O)n1-c1ccc(F)cc1 | 1% | -29% | -19%
COc1ccc(CNCCc2c(C)[nH]c3ccc(OC(F)(F)F)cc23)c(OC)c1 | -3% | 1.8µM* | 4.6µM*
O=c1[nH]cc(COCC(F)(F)C(F)(F)C(F)(F)F)c(=O)[nH]1 | -7% | -14% | -13%
CCc1cccc(C)c1NC(=S)N1CC2CC(C1)c1cccc(=O)n1C2 (stereo not given) | 23% | -16% | -14%
COc1ccc(C[C@@H]2c3cc(O)c(OC)cc3CCN2C)cc1O | -1% | 0% | -22%
COc1ccc(CCn2c(O)c(C=NCc3ccc4c(c3)OCO4)c(=O)[nH]c2=O)cc1OC | 2% | -2% | -10%
O=C(O)C1C2CCC(O2)C1C(=O)Nc1cccc(Br)c1 (stereo not given) | -4% | 1% | 2%
C=CCN1C(=O)/C(=C/c2cccs2)C(=O)NC1=S | 29% | 15µM* | 16µM*
COC(=O)C1=C(c2cc3ccccc3o2)C[C@@H]2CC[C@H]1N2C(=O)NCCO | nt | -26% | -12%
CN1CCC2(CC1)CCN(C(=O)c1ccco1)CC2 | 4% | -1% | 15%
COc1ccc(CCn2c(O)c(C=Nc3cccc(F)c3)c(=O)[nH]c2=O)cc1OC | -1% | -26% | ?

6 successive records out of the list so far, for reference:
SMILES | KAT2A inh | DT40 TDP1 no CPT | DT40 TDP1 CPT
COc1ccc(CCn2c(O)c(C=NCc3ccc4c(c3)OCO4)c(=O)[nH]c2=O)cc1OC | 2% | -2% | -10%
O=C(O)C1C2CCC(O2)C1C(=O)Nc1cccc(Br)c1 (stereo not given) | -4% | 1% | 2%
C=CCN1C(=O)/C(=C/c2cccs2)C(=O)NC1=S | 29% | 15µM* | 16µM*
COC(=O)C1=C(c2cc3ccccc3o2)C[C@@H]2CC[C@H]1N2C(=O)NCCO | nt | -26% | -12%
CN1CCC2(CC1)CCN(C(=O)c1ccco1)CC2 | 4% | -1% | 15%
COc1ccc(CCn2c(O)c(C=Nc3cccc(F)c3)c(=O)[nH]c2=O)cc1OC | -1% | -26% | ?

Screening data deposited in PubChem by National Center for Advancing Translational Sciences (NCATS).
